ERAP1 inh = inhibitors of human ERAP1 aminopeptidase. inhibition, % at 10.7 µM. AID 652197. recombinant ERAP1, Leu-AMC fluorescence, 60 min. Q9NZ08. actives 0.15% (n = 340,000);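 active means mean replicate inhibition of at least 30%, or all replicates individually reaching that 30% level; inactive means mean below 30% and not every replicate reaching it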;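 further: 0% = neutral control wells and 100% = L-leucinethiol positive control wells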
PGC1a acetyl inh = modulators of PGC1a acetylation; actives 0.17% (n = 350,000); AID 651687; inhibition, % at 15.6 µM; U2OS PGC1a acetylation, AlphaScreen anti-acetyl-lysine; with virally co-expressed GCN5 acetyltransferase;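 active means every replicate shows inhibition of at least 40%; inconclusive means mean inhibition at least 40% but some replicate below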;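 further: 0% = neutral control wells and 100% = positive control wells; some results beyond the cut were filed as inactive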
RAD54 inh = RAD54 (human) branch migration inhibition; Q92698; RAD54 Holliday junction branch migration, FAM/BHQ fluorescence; inhibition, % at 10.4 µM; actives 0.14% (n = 360,000); AID 602329;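 active means mean normalized replicate activity at least 40 and at least half of replicates scoring 40 or more; inconclusive means only one of the two criteria met; inactive means mean below 40 and under half of replicates reaching 40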;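 further: 0% = median of neutral control wells and 100% = median of positive control wells; inhibitors cause a drop in the FAM fluorescence signal; in these data hits start at about 50%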
RAD52 anneal inh = RAD52 (human) annealing inhibition; inhibition, % at 18.7 µM; recombinant RAD52 DNA annealing, FRET fluorescence; AID 651710; P43351; actives 0.46% (n = 360,000);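 active means every replicate showing at least 50% inhibition; inconclusive means mean inhibition at least 50% but not in every replicate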
Target sequence (P43351 whole entry, looked up): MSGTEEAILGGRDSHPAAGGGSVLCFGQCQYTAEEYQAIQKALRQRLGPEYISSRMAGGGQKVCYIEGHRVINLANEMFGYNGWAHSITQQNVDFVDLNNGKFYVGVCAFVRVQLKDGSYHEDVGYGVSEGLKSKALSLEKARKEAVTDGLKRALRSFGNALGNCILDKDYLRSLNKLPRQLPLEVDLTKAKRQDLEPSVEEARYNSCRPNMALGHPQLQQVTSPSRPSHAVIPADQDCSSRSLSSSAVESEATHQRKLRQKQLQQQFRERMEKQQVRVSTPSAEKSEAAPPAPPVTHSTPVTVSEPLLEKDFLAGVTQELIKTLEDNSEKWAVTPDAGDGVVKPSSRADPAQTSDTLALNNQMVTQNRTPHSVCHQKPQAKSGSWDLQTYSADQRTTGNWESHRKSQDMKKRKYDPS
PglD DTNB = inhibitors of Campylobacter jejuni PglD acetyltransferase; inhibition, % at 12.5 µM; AID 602405; purified PglD enzyme, DTNB colorimetric CoA detection; actives 0.098% (n = 360,000); in the data active means inhibition above about 16%, passing the limit was not always enough; inconclusive means no clear call, values can overlap the other calls; further: strong numbers were not always called active
miR-122 sensor = miR-122 inhibition in Huh7 cells; Huh7 miR-122 Renilla luciferase sensor, 48 h; neutral wells = 0, positive control = 100; activation (reporter increase), % at 12.5 µM; actives 0.3% (n = 340,000); AID 602342;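 active means mean replicate activation score at least 90 and every replicate individually at or above 90; inconclusive means only one of the two criteria met; inactive means neither criterion met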;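 further: higher luciferase means less miR-122 activity so hits act as miR-122 inhibitors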
Cneo AK release = causes C. neoformans cell lysis; adenylate kinase release luminescence, 4 h; normalised: neutral wells 0, clomiphene wells 100; lysis activity, % at 15 µM; actives 0.2% (n = 360,000);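 active means mean lysis activity across replicates of at least 80%, whatever share of replicates individually reach that level; inactive means mean lysis activity below 80%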
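Assay system: C. neoformans cells. Amount: yeast cell density of 5 × 10^6 cells/mL. Technique: AK luminescence. Buffer or medium: YPD. Times: static 4 h at 37 °C with compound, 1 h detection. Dosing: single-point compound dose. Read-out: lysis from increased AK signal.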
E-sel inducer = E-selectin induction on HUVECs | P16581 | HUVEC E-selectin immunofluorescence imaging; normalized: neutral wells 0, TNF-alpha wells 100 | activation, % at 7.58 µM | actives 0.37% (n = 260,000);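 active means mean E-selectin-positive cell signal at least 10% of the positive control, reached in at least 60% of replicates, without over 20% cell loss; inconclusive means no rule given, readout overlaps actives, possibly toxicity-flagged; inactive means the rest, including those meeting only one limit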;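 further: in these data hits start at about 27%; measured in HUVEC primary endothelial cells; signal is the percent of cells scored E-selectin positive by PE staining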
Target sequence (P16581 whole entry, looked up): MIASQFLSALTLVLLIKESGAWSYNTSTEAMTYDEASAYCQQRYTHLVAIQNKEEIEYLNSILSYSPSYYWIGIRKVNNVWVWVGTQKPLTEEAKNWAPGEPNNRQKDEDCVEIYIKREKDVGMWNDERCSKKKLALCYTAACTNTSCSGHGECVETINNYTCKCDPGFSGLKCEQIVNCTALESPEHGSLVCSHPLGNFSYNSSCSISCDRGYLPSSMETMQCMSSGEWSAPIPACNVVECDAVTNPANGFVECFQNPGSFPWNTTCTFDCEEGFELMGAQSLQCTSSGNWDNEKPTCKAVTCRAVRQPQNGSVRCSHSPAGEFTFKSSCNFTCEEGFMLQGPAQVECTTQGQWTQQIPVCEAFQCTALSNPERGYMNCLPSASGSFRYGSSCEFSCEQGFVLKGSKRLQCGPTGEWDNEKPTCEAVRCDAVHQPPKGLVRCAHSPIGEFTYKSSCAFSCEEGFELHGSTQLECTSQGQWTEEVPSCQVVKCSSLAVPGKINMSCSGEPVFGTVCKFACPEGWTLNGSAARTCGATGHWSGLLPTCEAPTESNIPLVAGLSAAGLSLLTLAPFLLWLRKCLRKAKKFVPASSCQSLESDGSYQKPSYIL
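assay system = HUVEC, human umbilical vein endothelial cells | input = 3,000 HUVEC seeded per well | medium = EGM-2 growth medium on 0.1% gelatin-coated wells | dosing = one compound dose added by pin transfer | signal = immunofluorescence imaging | read-out basis = % PE-positive cells | control set = TNF-alpha, DMSO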
* = called active by the depositor; ? = inconclusive; nt = no result given; [ ] = another dose, or the depositor's remark. The order is random; about 1.4% have a hit in one of these screens.

Compound | ERAP1 inh | PGC1a acetyl inh | RAD54 inh | RAD52 anneal inh | PglD DTNB | miR-122 sensor | Cneo AK release | E-sel inducer
CCOc1ccc(N2CC(C(=O)N3CCc4ccccc43)CC2=O)cc1 (stereo not drawn) | 0.2 | nt | 11.1 | -2.1 | -1.0 | 4.8 | 3.5 | nt
CCN(CC)CCNC(=O)Cn1c(-c2ccccn2)nc2ccccc21 | -0.6 | -17.9 | -8.1 | -18.0 | 5.4 | -2.6 | -0.1 | nt
COc1ccc(C)cc1NC(=O)COC(=O)Cc1ccc(-c2ccccc2)cc1 | nt | -0.7 | -2.4 | nt | -8.0 | 6.5 | -4.9 | nt
O=C1COc2cc(ccc2[N+](=O)[O-])Oc2ccc(cc2Cl)C(=O)CCCCO1 | 0.2 | 6.6 | 7.1 | -3.9 | -0.3 | -2.4 | -3.7 | 0.0
CCOc1ccc(CCNC(=O)COC(=O)c2c(C)nn(-c3ccccc3)c2C)cc1OCC | -5.0 | 10.8 | -3.6 | -13.8 | 3.0 | -9.4 | -4.8 | 0.0
CO[C@H]1CN(C)C(=O)c2cc(NC(C)=O)ccc2OC[C@H](C)N(C(=O)CC2CC2)C[C@@H]1C | -0.6 | -0.5 | -5.1 | -2.5 | -0.8 | 6.4[16.7 µM] | -1.6 | 0.0
CCN1CCN(c2cc(C)c3cc(NC(=O)CCC(=O)N4CCN(c5ccccc5OC)CC4)ccc3n2)CC1 | 0.8 | 1.4 | 15.3 | 19.4 | -5.0 | -0.4 | -1.9 | nt
CCCNC(=O)N1C[C@H](O)COC[C@@H]2O[C@H](CC(=O)NCc3ccncn3)CC[C@H]21 | 1.6 | 2.2 | -3.4 | -0.5 | -2.7 | 3.6[16.7 µM] | -0.4 | 0.0
CCCC(=O)N=C1SC2CS(=O)(=O)CC2N1c1ccc(C(C)=O)cc1 (stereo not drawn) | nt | 5.3 | -23.5 | nt | 6.3 | 0.8 | 1.3 | nt
COCC(=O)N(C)C[C@H]1Oc2ncc(C#Cc3ccncc3)cc2C(=O)N([C@@H](C)CO)C[C@H]1C | 0.8 | 9.4 | -1.0 | -13.4 | 3.6 | 1.3[16.7 µM] | -2.6 | nt
COc1ccc(NC(=O)N(C)C[C@@H]2Oc3ncc(C#CCC(C)C)cc3C(=O)N([C@H](C)CO)C[C@H]2C)cc1 | -0.3 | -7.4 | -3.3 | 9.1 | -0.1 | 3.6[16.7 µM] | -1.6 | -0.1
Cn1cnc(S(=O)(=O)N2C[C@H](O)COC[C@H]3O[C@@H](CC(=O)NCc4ccc(F)cc4)CC[C@@H]32)c1 | -2.1 | 1.0 | 3.4 | -9.9 | -2.3 | 7.5[16.7 µM] | -1.5 | 0.2
COc1ccc(-c2c(-c3cc(OC)cc(OC)c3)n(C)c3ccc(-c4ccc(OC)c(F)c4)cc23)cc1 | 2.3 | nt | -2.8 | -7.8 | 0.3 | -1.2 | 3.1 | -0.1
COCCNC(=O)Cn1cnc2c(cnn2-c2ccc(C)cc2)c1=O | -2.3 | 2.3 | -9.1 | -13.4 | 0.1 | 3.0 | -18.6 | nt
CCN=C(NCC)SC1CC(=O)N(c2ccc(OCC)cc2)C1=O (stereo not drawn) | -3.9 | nt | 0.7 | -6.0 | -8.3 | nt | 2.1 | -0.1
COc1c(C(CC(C)C)OC(C)=O)ccc2c1C(=O)OCc1cc(C)cc(O)c1O2 (stereo not drawn) | 2.1 | -4.7 | 7.7 | -4.0 | -1.2 | -4.4 | 2.4 | nt
NS(=O)(=O)c1ccc(-c2ccc(/C=N/Nc3ccc(C(=O)O)cc3)o2)cc1 | -17.2 | 10.6 | -1.9 | -80.2 | -16.6 | -2.4 | -3.2 | 0.1
COc1nc(-c2ccccc2)cc(-c2ccccc2)n1 | nt | 3.6 | -5.8 | nt | -1.3 | 5.9 | -1.4 | nt
CCOc1cc(NC(=S)Nc2ccccc2OC)c(OCC)cc1NC(=O)c1ccccc1C | nt | -12.8 | 11.3 | nt | -3.4 | 11.7 | -0.5 | nt
COc1ccc(NC(=O)N2CC(=O)N3[C@H](C2)[C@@H](c2ccc(C#CCC4CCCC4)cc2)[C@@H]3CO)cc1 | -0.4 | -4.2 | nt | -14.3 | nt | nt | nt | -0.7
COCC(=O)N(C)C[C@H]1Oc2ncc(C3=CCCCC3)cc2C(=O)N([C@H](C)CO)C[C@@H]1C | 0.2 | 8.1 | 0.7 | 1.6 | -4.0 | -1.0[16.7 µM] | -0.6 | 8.2
O=Cc1c(NCc2ccc(Cl)cc2)c2ccccc2[nH]c1=O | -2.9 | -5.1 | -1.9 | -47.4 | 2.3 | -6.4 | -0.7 | 2.0
COc1ccc(C2=NOC(C(=O)Nc3c(C)n(C)n(-c4ccccc4)c3=O)C2)cc1 (stereo not drawn) | -3.3 | -6.8 | 2.2 | -3.6 | 3.4 | -8.5 | 1.8 | 0.2
C[C@@H]1CN([C@H](C)CO)C(=O)c2cccc(NC(=O)Nc3ccc(C(F)(F)F)cc3)c2O[C@H]1CN(C)Cc1ccc(Cl)c(Cl)c1 | -0.3 | 8.3 | -3.3 | -3.9 | -3.2 | -0.2[16.7 µM] | -3.3 | nt
COc1ccccc1S(=O)(=O)N(C)C[C@H]1Oc2cc(/C=C/c3ccccc3)ccc2S(=O)(=O)N([C@@H](C)CO)C[C@H]1C | -3.7 | -3.7 | 4.5 | -2.1 | 3.3 | 29.8[16.7 µM] | -4.2 | -0.1
COc1ccc(NC(=O)CCN2CCN(S(=O)(=O)c3ccc(Cl)cc3)CC2)cc1 | 1.7 | -4.4 | 3.9 | -10.4 | -0.2 | -5.0 | 1.6 | nt
CC(C)NC(=O)N1CC[C@@H]2[C@H]1c1cc(C#Cc3ccccc3)ccc1N(C)[C@@H]2CO | nt | 1.7 | -12.5 | nt | -13.2 | -3.3[16.7 µM] | -2.2 | 0.2
C=CCn1cc(C(=O)NCc2cccnc2)c(=O)c2cc(S(=O)(=O)N(CC)CC)ccc21 | -1.5 | 0.5 | -10.9 | -11.6 | 10.2 | 7.0 | 0.1 | nt
COc1ccc(C(CNC(=O)COc2cccc(C)c2)N2CCCC2)cc1 (stereo not drawn) | -0.4 | 0.8 | -1.5 | -48.2 | -4.0 | 1.5 | -0.9 | -0.4
O=C(N/N=C/c1cccnc1)C1CCCCC1 | -2.3 | 4.1 | -4.2 | -11.4 | -3.5 | -2.8 | -2.1 | -0.8
O=C(COC(=O)c1ccc(Br)o1)NCc1ccc(F)cc1 | -2.2 | nt | 12.0 | -11.4 | -1.2 | nt | 0.1 | nt
Cc1noc(C)c1COc1cccc(C(=O)OC(C)C(=O)Nc2c(C)n(C)n(-c3ccccc3)c2=O)c1 (stereo not drawn) | 3.7 | -3.4 | 2.1 | -2.6 | 4.3 | -1.3 | 1.9 | 1.9
O=C(C[C@@H]1CC[C@@H]2[C@H](COC[C@H](O)CN2C(=O)c2cccnc2)O1)NCc1ccc(-c2ccccc2)cc1 | -0.6 | -5.6 | 0.9 | 0.2 | -1.3 | -3.5[16.7 µM] | 2.5 | 0.0
O=C(CCc1ccncc1)N1CCCC(Nc2ccc(F)c(F)c2)C1 (stereo not drawn) | 7.7 | 13.6 | -17.2 | -12.6 | 1.4 | nt | -1.4 | nt
c1ccc(OCc2nc(-c3ccccc3)no2)cc1 | nt | 1.6 | 2.7 | nt | -3.4 | -8.9 | -1.0 | nt
CC(C)OC(=O)CC(=O)CSc1nc2c(cc1C#N)CCCCC2 | nt | 23.3 | -2.8 | nt | 3.4 | -3.0 | -3.5 | nt
Cc1cc(Cl)ccc1C(=O)C1CCCN(C(=O)c2cnsn2)C1 (stereo not drawn) | 0.7 | -14.9 | -1.4 | -5.4 | -1.1 | 1.0 | -2.0 | 4.0
COc1cccc(C(=O)NCCS(=O)(=O)N2CCCC2)c1 | 0.8 | nt | -6.6 | -12.7 | -8.1 | 2.1 | -2.7 | nt
COc1ccccc1CN(C)CC(=O)NC(=O)NC1CCCCC1 | -0.8 | -1.2 | -2.8 | -10.2 | -0.4 | -8.1 | -1.1 | 0.2
Cc1ccccc1-n1ccnc1SCC(=O)NCc1ccco1 | -1.0 | -2.1 | -2.3 | -2.9 | 3.3 | -3.0 | -1.2 | 1.0
O=C(c1n[nH]c2ccccc12)N1CCCCC1 | 6.6 | 3.4 | 2.5 | -0.2 | -1.2 | -2.1 | 1.2 | 0.3
Cc1cccc(C)c1NC(=O)C1(C)CCC(=O)N1CCc1c[nH]c2ccccc12 (stereo not drawn) | 8.3 | 4.3 | 6.7 | -2.1 | -4.1 | 1.0 | -5.6 | 0.0
Cc1c(NC(=O)COc2cccc3c2OC(C)(C)C3)c(=O)n(-c2ccccc2)n1C | -2.9 | nt | 0.0 | -20.3 | -1.2 | -8.7 | -0.1 | nt
CCCC#Cc1ccc2c(c1)O[C@@H](CN(C)Cc1ccccc1)[C@@H](C)CN([C@H](C)CO)S2(=O)=O | -1.1 | -18.5 | -3.4 | -1.8 | 0.5 | nt | 14.5 | -0.4
O=C(NC1CCC1)[C@@H]1[C@@H](CO)[C@@H]2Cn3c(ccc(-c4ccccc4F)c3=O)[C@@H]2N1Cc1ccncc1 | -0.2 | -1.2 | 11.3 | 85.2* | -0.7 | 5.3[16.7 µM] | 0.3 | 0.5
Cc1cc(Cl)c(S(=O)(=O)N2CCCCCC2)cc1OCC(=O)NC1CCCCC1 | nt | 3.9 | 5.6 | nt | -1.5 | ? | 0.7 | nt
O=C(c1c(F)cccc1F)N(C1CCCCC1)C1CCCCC1 | 0.0 | nt | -6.4 | -10.3 | 2.0 | -6.9 | 3.9 | nt
O=c1[nH][nH]c(-c2ccccc2)c1C=Nc1ccc(OC(F)(F)F)cc1 | -4.2 | nt | -3.7 | -11.6 | -2.7 | 3.8 | -0.3 | nt
O=C(C[C@@H]1CC[C@@H]2[C@H](COC[C@H](O)CN2C(=O)Nc2ccccc2)O1)NC1Cc2ccccc2C1 | 2.6 | 3.0 | -3.5 | -2.9 | -1.7 | -3.9[16.7 µM] | -5.9 | -0.1
O=C(NC(=S)Nc1ccc([N+](=O)[O-])cc1)c1ccco1 | 2.8 | -8.7 | -4.6 | -12.3 | -4.4 | -2.2 | 14.9 | -0.2
COCc1cn(CC[C@H]2CC[C@@H](NC(=O)Nc3ccc(F)cc3)[C@@H](CO)O2)nn1 | 1.9 | -0.5 | -4.3 | -12.0 | -0.3 | nt | 8.0 | 2.2
CC1CCCCN1CC(=O)c1c[nH]c2ccccc12 (stereo not drawn) | -2.7 | 2.6 | -10.7 | -19.3 | -4.1 | 13.1 | -0.2 | 0.9

Part of the list above, limited to Cneo AK release, RAD54 inh and miR-122 sensor:
Compound | Cneo AK release | RAD54 inh | miR-122 sensor
O=C(N/N=C/c1cccnc1)C1CCCCC1 | -2.1 | -4.2 | -2.8
O=C(COC(=O)c1ccc(Br)o1)NCc1ccc(F)cc1 | 0.1 | 12.0 | nt

Assay outcomes deposited in PubChem by Broad Institute.
